# TCR activator: activates T cell receptor signaling | primary human leukocytes, anti-CD3, IL-2 HTRF, 48 h | Potency, µM (doses to about 9.22 µM), without a hit: at the top dose activation of IL-2 secretion, usual class: activators | 330,000 tested, under 10 active | AID 504894; note: % of control where 0% means no effect
#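 Using a-CD3 beads without co-stimulation, primary human leukocytes were exposed to compounds for 48 hr. An HTRF IL-2 kit measured the cytokine, with europium-to-d2 energy transfer producing emission at 665nm upon 320nm excitation.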
# ELG1 repair inh: ELG1-dependent DNA repair inhibition | AID 504467 | 330,000 compounds, 2.3% hits | HEK293T ELG1-luciferase reporter, luminescence, 16 h; DNA damage induced by 5-fluorouridine | Potency, µM (doses to about 46.1 µM), for the others: at the top dose activity change, negative = inhibition, most hits filed as inhibitors; note: potency is the fitted concentration of half-maximal effect; % is set by controls: 0 for no effect and ±100 for the full control effect; nearly all actives have a fitted effect of over 55% in size
#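 Overnight (16 hr) co-exposure of 2,000 cells/well to 5-fluorouridine and compound at 37 °C preceded detection. Luciferase was quantified via ONE-Glo luminescence; loss of signal denotes inhibition.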
# TRPV1 ag: activates the human vanilloid receptor TRPV1 | Q8NER1 | activation, % at 8.33 µM | TRPV1-expressing cells, Fluo-8 calcium influx, agonist mode | 320,000 compounds, 0.19% hits; in the data active = activation above about 80%; inconclusive = between about 30% and that limit; note: 0% is about no effect
#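 TRPV1-expressing cells were cultured overnight at 35.5C and loaded with Fluo-8 calcium dye for 40 to 90 min at room temperature. After a 10 s baseline, compound was added and calcium influx was read kinetically for 3 min (ex 480/em 520 nm).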
# a7 integrin act: activators of alpha7 integrin expression for muscular dystrophy; alpha7betagal myoblasts, beta-gal FDG fluorescence, 48 h; Potency, µM (titrated, usually from 38.3 µM), for inactives: at the top dose activation, actives largely listed as activators; 350,000 compounds, 0.064% hits; AID 624291;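 note: potency is the fitted concentration of half-maximal effect; 100% = response of the positive control SU9516; nearly all actives have a fitted effect of over 60% in size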
#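 alpha7betagal+/- myoblasts (passage 13, 250/well) treated 48 h at 37C with compounds at 1:260 dilution of DMSO stock. Lysed, then beta-galactosidase activity read as FDG fluorescence (ex 480/em 540) after 30 min, with pre-read for autofluorescence.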
# p53 reactivator: mutant p53 re-activation in reporter cells; Potency, µM (series often up to 92.2 µM), for inactives: at the highest dose activity change, positive = activation, hits mostly activators; H1299 p53-A138V BP100-luciferase reporter, luminescence, 24 h; 320,000 compounds, 0.063% hits; note: potency is the fitted concentration of half-maximal effect; % of control where 0% means no effect; nearly all actives have a fitted effect of over 45% in size
#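 H1299 (p53-null), stable ts p53-A138V + BP100-Luc; 1000 cells/well, Opti-MEM/10% FBS; cpd 4 pt, 1:5; 24 h, 37 deg C, 5% CO2; detection reagent 10 min RT; luminescence.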
# BRCA1 expr up: increases BRCA1 expression. MCF7-BRCA1-FFLuc reporter, luminescence, 48 h; response scale: scaled: vehicle 0%, 10 µM genistein 100%. Potency, µM (doses to about 46.1 µM), for inactives: top-dose activation, most hits filed as activators. 380,000 compounds, 1.1% hits. AID 624202; note: potency is the fitted concentration of half-maximal effect; nearly all actives have a fitted effect of over 80% in size; some results filed as inactive show a strong effect at the top dose
#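 Luminescence from a BRCA1-driven firefly luciferase in MCF7 cells was read after 48 h compound exposure at 37 C. Data normalized against DMSO and a 10microM genistein activation control, then curve-fitted across the titration.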
# MLL CXXC-DNA inh: MLL CXXC-DNA interaction inhibition. MLL-CXXC / FITC-HOXA9 DNA fluorescence polarization. 290,000 compounds, 0.037% hits. AID 2662. Q03164. Potency, µM (series often up to 115 µM), inactives show top-dose activity change, negative = inhibition, actives largely listed as inhibitors; active = well fitted inhibition curve with a large enough effect in the polarisation, with a control signal flat, not every such curve was filed as active; inconclusive = small, poorly fitted or top-dose-only effect, or effect the other way, or a change in a side signal; inactive = no such curve, though single readings can be large or run the other way; the % refers to the polarisation; note: potency is the fitted concentration of half-maximal effect
#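 Fluorescence polarization: 7 uM MLL-CXXC (stock) preincubated 5 min with compounds, then 50 nM fluorescein-HOX-A9 DNA (stock) added; 30 min ambient. Buffer 50 mM Tris-HCl pH 7.5, 50 mM NaCl, 1 mM DTT, 0.05% BSA.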
# B2AR arrestin: agonists driving beta-arrestin recruitment to human beta2-adrenergic receptor; P07550; beta-arrestin recruitment to beta2AR, cell-based reporter; Potency, µM (doses to about 46.1 µM), without a hit: top-dose activation, usual class: activators; 330,000 compounds, 0.02% hits; AID 492947;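 note: potency is the fitted concentration of half-maximal effect; 0% = DMSO controls and full agonism = EC100 isoproterenol or metaproterenol; nearly all actives have a fitted effect of over 65% in size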
# Target sequence (P07550 whole entry, looked up): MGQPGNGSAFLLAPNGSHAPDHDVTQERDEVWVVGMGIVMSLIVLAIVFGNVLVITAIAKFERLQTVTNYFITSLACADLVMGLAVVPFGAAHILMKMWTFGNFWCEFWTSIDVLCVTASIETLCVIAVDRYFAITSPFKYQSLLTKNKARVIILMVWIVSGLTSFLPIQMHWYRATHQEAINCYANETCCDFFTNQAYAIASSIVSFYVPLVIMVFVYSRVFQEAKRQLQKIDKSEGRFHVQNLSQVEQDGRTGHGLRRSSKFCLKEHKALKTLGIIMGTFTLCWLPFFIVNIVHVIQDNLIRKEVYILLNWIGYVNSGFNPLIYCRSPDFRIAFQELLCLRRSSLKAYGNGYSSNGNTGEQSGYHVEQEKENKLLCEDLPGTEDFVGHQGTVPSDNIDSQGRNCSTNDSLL
# TSG101-PTAP inh: blocks PTAP/TSG101 interaction to inhibit HIV-1 budding; Fluorescence polarization, FITC-PTAP peptide / Tsg101 binding; Potency, µM (top dose mostly 115 µM), for the others: top-dose activity change, negative = inhibition, actives largely listed as inhibitors; 340,000 tested, under 10 active; AID 493005; active = well fitted inhibition curve with a large enough effect in the main read-out, with a control signal flat, not every such curve was filed as active; inconclusive = small, poorly fitted or top-dose-only effect, or effect the other way, or a change in a side signal; inactive = no such curve, though single readings can be large or run the other way; note: potency is the fitted concentration of half-maximal effect; % of control where 0% means no effect
# Target sequence (Q99816 whole entry, looked up): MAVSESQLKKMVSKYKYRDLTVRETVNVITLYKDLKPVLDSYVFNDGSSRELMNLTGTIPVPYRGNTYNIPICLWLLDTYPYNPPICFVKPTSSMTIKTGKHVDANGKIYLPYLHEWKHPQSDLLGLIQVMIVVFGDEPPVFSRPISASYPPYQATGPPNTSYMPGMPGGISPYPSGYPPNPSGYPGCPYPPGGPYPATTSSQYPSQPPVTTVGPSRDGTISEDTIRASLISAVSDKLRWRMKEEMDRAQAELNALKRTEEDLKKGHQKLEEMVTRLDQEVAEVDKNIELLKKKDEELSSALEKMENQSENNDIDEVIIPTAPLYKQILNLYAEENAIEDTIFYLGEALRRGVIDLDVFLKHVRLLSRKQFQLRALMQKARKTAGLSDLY
#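 Fluorescence polarization binding of Tsg101 binding domain (10 uM final) to FITC-labeled PTAP peptide (50 nM final) in HEPES pH 7.5 buffer with NaCl, Tween 20, EDTA, TCEP. Compounds added before peptide; binding 20 min at RT.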
# AT treatment: potential ataxia-telangiectasia treatment; […] A-T fibroblasts, KAP-1 phosphorylation AlphaLISA; neocarzinostatin DNA damage 30 min before lysis; Potency, µM (series often up to 57.5 µM), for inactives: top-dose activation, hits mostly activators; 320,000 compounds, 0.19% hits; AID 485349; note: potency is the fitted concentration of half-maximal effect; % of control where 0% means no effect; nearly all actives have a fitted effect of over 45% in size
#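 ATM-like activity read as KAP-1 phosphorylation via AlphaLISA donor/acceptor antibody pairs after lysis and 6 hr at 25C. Cells were ATM-null patient fibroblasts ([…], hTERT), dosed 60 min, then exposed to the DSB inducer NCS for 30 min.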
# * = called active by the depositor; ? = inconclusive; / = not tested or not shown; [ ] = remark or other dose. Unless noted, calls come from the whole dose curve; as a rule, active = well fitted curve in the direction sought with a large enough effect; inconclusive = small, poorly fitted or top-dose-only effect, or another doubt; inactive = no such curve, though single readings can be large; an effect the other way counts as inactive or inconclusive.
# Sequence of screens – TCR activator	ELG1 repair inh	TRPV1 ag	a7 integrin act	p53 reactivator	BRCA1 expr up	MLL CXXC-DNA inh	B2AR arrestin	TSG101-PTAP inh	AT treatment
> O=C(Nc1ccn(Cc2ccccc2F)n1)c1ccc(COc2cc(Cl)ccc2Cl)o1
 : -1%	?	12	6%[7.66 µM]	8%	-64%	-3%	0.0%	-7%	6%
> COc1ccc(C(=O)NC(C(=O)NCCc2ccc3c(c2)OCCO3)C(C)C)cc1 (stereo unspecified)
 : -3%	-4%	-2	0%	3%	-11%	-1%	-0.1%	-2%	0%
> CCOc1ccc(NC(=O)NNC(=O)c2ccc3ccccc3c2O)cc1
 : 5%	1%	-5	2%	-10%	10%	?	-0.6%	-1%	3%
> CC/S(=N\S(=O)(=O)c1ccc(C)cc1)c1ccccc1 (stereo unspecified)
 : 4%	0%	2	-15%	0%	-5%	1%	0.3%	-4%	-3%
> CC(Nc1nc(-c2ccc(F)cc2)cs1)c1nc2cc(Cl)c(N3CCCCC3)cc2n1CCOCCO (stereo unspecified)
 : 0%	/	/	-34%	/	-19%	/	/	0%	/
> CCOC(=O)c1cc(C(=O)NCc2ccc(Cl)cc2Cl)nn1C
 : 2%[46.1 µM]	?	13	13%	-14%	0%	-3%	-0.6%	-5%	18%
> CSc1nc(N)c2c3c(sc2n1)COC(C(C)C)C3 (stereo unspecified)
 : 0%	9%	0	-5%	-3%	-21%	9%	-0.5%	-4%	/
> CN(c1ccccc1)S(=O)(=O)c1cc(C(=O)Nc2nc3ccccc3[nH]2)ccc1Cl
 : -2%[46.1 µM]	?	-4	-34%	9%	-85%	4%	-0.6%	-1%	5%
> CC(C)Oc1ccc(S(=O)(=O)N2CCCCC2)cc1NC(=O)CN1C(=O)NC2(CCCC2)C1=O
 : -3%	-2%	0	0%	4%	0%	/	-0.4%	-5%	-9%
> C=CCNc1nc(C2(C)CC3(CC(C)(C)OC3=O)C(=O)O2)cs1 (stereo unspecified)
 : -1%	?	1	15%	-2%	-2%	-3%	0.0%	-2%	8%
> N#Cc1c(/N=C/c2cc(Br)cs2)sc2c1CCC2
 : -7%	/	/	-6%	/	3%	/	/	-2%	/
> CC12CC(=O)C3C(CCC4=CC(=O)CCC43C)C1CC=C2CC(=O)O (stereo unspecified)
 : -4%	/	/	-14%	/	-11%	/	/	-4%	/
> COc1ccc(/C=C/CN2CCC(n3nccc3NC(=O)C3CC3)CC2)cc1
 : -3%	?	1	0%	27%	28%	9%	-0.8%	-2%	3%
> c1ccc(Cn2nnnc2C(c2cccs2)N2CCOCC2)cc1 (stereo unspecified)
 : 3%	1%	2	-10%	-1%	0%	-1%	-0.8%	-1%	-8%
> CC(C)Oc1ccc(-c2cc(=O)[nH]c(=O)[nH]2)cc1
 : 8%	7%	1	-18%	-7%	60%	3%	-0.3%	0%	3%
> CCOc1ccc2nc(SCC(=O)N(C)C)[nH]c2c1
 : 1%	?	-12	11%	?	10µM*	-7%	-0.2%	1%	/
> COc1ccccc1NC(=O)c1cc(S(=O)(=O)N2CCOCC2)ccc1Cl
 : 5%	/	5	21%	/	-40%	6%	/	-3%	/
> Cc1ccc(S(=O)(=O)n2cccc2CO)cc1
 : 5%	?	-5	-3%	-3%	21%	/	-0.2%	3%	4%
> Cc1ccc(N2C(=O)CC(c3ccsc3)C3=C2CC(C)(C)CC3=O)cc1 (stereo unspecified)
 : /	-9%	/	11%	-3%	-16%	-6%	-1.1%	-8%	-4%
> Nc1ccccc1-c1nc2ccccc2c(=O)o1
 : 0%	?	17	-13%	3%	-33%	-13%	-0.7%	-9%	?
> O=C(O)c1ccc(NCc2cccs2)cc1
 : -3%	2%	-2	20%	4%	-1%	29%	-1.1%	-4%	-18%
> O=C1NCCCC1C(=O)N/N=C/c1ccccc1[N+](=O)[O-] (stereo unspecified)
 : -3%	2%	-2	6%	4%	5%	0%	0.5%	-2%	-6%
> Cc1ccc(N2CCCn3c2cc(C)c(C#N)c3=O)cc1C
 : 2%[46.1 µM]	-12%	-2	-14%	-3%	-10%	-3%	-0.2%	4%	3%
> O=C(NC(=S)N1CCN(c2ccc([N+](=O)[O-])cc2Cl)CC1)c1ccco1
 : -3%[46.1 µM]	-9%	6	7%	-6%	-22%	3%	-0.2%	1%	3%
> CCOc1ccc(OCCC(=O)N(CC)CC(=O)NCc2cccs2)cc1
 : 3%	-2%	2	0%	8%	2%	/	-0.1%	-4%	10%
> Cc1cc(N2C(=O)C(O)=C(C(=O)c3cc4ccccc4o3)C2c2cccs2)no1 (stereo unspecified)
 : 0%	4%	0	9%	8%	0%	-4%	0.4%	-6%	1%
> CCC(C)c1ccc(O)c(N)c1 (stereo unspecified)
 : 3%	-2%	-2	-11%	20%	1%	-2%	-0.4%	-2%	6%
> Cc1cc([N+](=O)[O-])ccc1NC(=O)c1ccco1
 : -2%	2%	-12	-11%	0%	-5%	-12%	0.0%	1%	1%
> O=C(CSc1nn(-c2ccccc2)c(=S)s1)NC(=O)NCc1ccco1
 : -1%	?	26	4%	-2%	0%	8%	0.0%	-3%	-7%
> O=C(N/N=C/c1ccc(Cl)cc1Cl)c1n[nH]c2c1CCCC2
 : 1%[46.1 µM]	?	15	19%	?	3%	-2%	0.9%	1%	-7%

# Single records (already shown):
# CCOc1ccc2nc(SCC(=O)N(C)C)[nH]c2c1 in the list: TCR activator = 1%; ELG1 repair inh = ?; TRPV1 ag = -12; a7 integrin act = 11%; p53 reactivator = ?; BRCA1 expr up = 10µM*; MLL CXXC-DNA inh = -7%; B2AR arrestin = -0.2%; TSG101-PTAP inh = 1%; AT treatment = /
# O=C1NCCCC1C(=O)N/N=C/c1ccccc1[N+](=O)[O-] (stereo unspecified) in the list: TCR activator = -3%; ELG1 repair inh = 2%; TRPV1 ag = -2; a7 integrin act = 6%; p53 reactivator = 4%; BRCA1 expr up = 5%; MLL CXXC-DNA inh = 0%; B2AR arrestin = 0.5%; TSG101-PTAP inh = -2%; AT treatment = -6%
# O=C(O)c1ccc(NCc2cccs2)cc1 in the list: TCR activator = -3%; ELG1 repair inh = 2%; TRPV1 ag = -2; a7 integrin act = 20%; p53 reactivator = 4%; BRCA1 expr up = -1%; MLL CXXC-DNA inh = 29%; B2AR arrestin = -1.1%; TSG101-PTAP inh = -4%; AT treatment = -18%

# Following part:
# Sequence of screens – TCR activator	ELG1 repair inh	TRPV1 ag	a7 integrin act	p53 reactivator	BRCA1 expr up	MLL CXXC-DNA inh	B2AR arrestin	TSG101-PTAP inh	AT treatment
> CCOC(=O)c1c(C)[nH]c(C)c1S(=O)(=O)NCC(=O)Nc1ccccn1
 : -1%	0%	-2	13%	15%	25%	5%	-0.2%	-2%	4%
> Cc1cc(C)n2nc(SCCC(=O)NCc3ccccc3)nc2n1
 : 4%	-16%	0	-7%	3%	3%	0%	0.4%	-4%	4%
> O=C(COC(=O)c1ccc(Cl)s1)c1cc2ccccc2o1
 : -1%	1%	19	-16%	8%	-10%	8%	-0.3%	-4%	-1%
> CC(=O)Nc1ccc(SCC(=O)Nc2cc(C)on2)cc1
 : -7%	-3%	1	-11%	1%	-5%	4%	-0.1%	1%	24%
> O=C(CSc1nc(Nc2ccccc2)nc(N2CCOCC2)n1)Nc1cc(Cl)ccc1O
 : -1%	?	-2	-66%[inhibitor]	-9%	-69%	-6%	-0.1%	-4%	13%
> Cc1ccc(OCC(=O)NC(=S)Nc2ccc(Br)cn2)cc1
 : -6%	16%	0	10%	7%	2%	-1%	0.0%	-2%	-9%
> CN(C)c1ccc(C(C(=O)NCc2ccccc2)N(Cc2cccnc2)C(=O)c2snc(C(N)=O)c2N)cc1 (stereo unspecified)
 : 0%	?	5	5%	-7%	-24%	-1%	0.5%	-1%	-7%
> COc1ccc(NC(=O)CN(C)C(=O)c2cccc(S(=O)(=O)N3CCN(c4ccc(F)cc4)CC3)c2)cc1
 : 2%	/	/	-13%	/	-29%	/	/	-4%	/
> COc1cc(C(=O)OCC(=O)Nc2ccc(N3CCOCC3)cc2)ccc1OCC(C)C
 : 8%	13%	1	-58%[inhibitor]	-1%	-19%	/	0.0%	26%	-2%
> C=CCn1c(N)c(C(=O)OC(C)CC)c2nc3ccccc3nc21 (stereo unspecified)
 : 0%	-26%	?	-35%	0%	-23%	7%	-0.5%	-1%	8%
> C=CCNC(=S)NCC=C
 : -6%	-3%	-3	-14%	-2%	16%	3%	-0.1%	-2%	-4%
> CN(CC(=O)Nc1cccc([N+](=O)[O-])c1)S(=O)(=O)c1ccccc1
 : 1%	0%	5	8%	2%	-16%	14%	3.3%	-2%	3%
